Assay outcomes as filed in PubChem.
CHO-K1 Ca antag: nonselective inhibitor or artifact in parental CHO-K1 cells; ATP-induced calcium, Fluo-8 fluorescence; inhibition, % at 3 µM; 0.6% of 360,000 active;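 active = inhibition above a per-plate cutoff, the plate's mean sample inhibition plus 3 SD, cut at about 24% in these data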;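 also: 0% = DMSO plus EC80 ATP and 100% = DMSO alone without ATP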
CHO-K1 Ca PAM: M1 PAM counterscreen hit in parental CHO-K1 cells | ATP EC20, Fluo-8 calcium fluorescence; 0% at ATP EC20, 100% at ATP max | activation, % at 3 µM | 0.02% of 360,000 active | AID 602247;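 active = activation above the run cutoff, the mean activation of all test compounds plus 3 SD, cut at about 40% in these data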;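 also: peak over basal fluorescence ratio in a 140 s read after ATP addition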
CHO parental Ca: counter-screen for OX1R antagonists: effect in parental CHO cells; parental CHO-K1, ATP-induced calcium, Fluo-8 fluorescence; inhibition, % at 5.6 µM; 0.63% of 330,000 active;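 active = inhibition above that plate's mean sample inhibition plus 3 SD, cut at about 26% in these data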;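 also: 0% = ATP-challenged DMSO wells and 100% = DMSO wells without ATP; some compounds past the cut are filed as inactive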
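Assay system: parental CHO cells; Read-out basis: percent inhibition of ATP-evoked calcium rise, normalized to controls; Benchmarks: ATP and no-ATP DMSO wells; Compound dosing: single nominal dose of 5.6 µM per compound; Signal: Fluo-8 calcium dye fluorescence; Also added: ATP as calcium-mobilizing challenge; Repeats: singlicate.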
OXTR potentiator: potentiators of human oxytocin receptor; CHO-OTR cells, Fluo-8 calcium fluorescence, potentiator mode; 0% = oxytocin EC15, 100% = EC100; activation, % at 3 µM; 0.061% of 320,000 active;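 active = activation above that plate's cutoff, the mean activation of tested compounds plus 3 SD, cut at about 6.6% in these data, passing the limit was not always enough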;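 also: 100% uses oxytocin at 75 nM as the full agonist control; some results filed as inactive read as strong as hits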
Target sequence (P30559 whole entry, looked up): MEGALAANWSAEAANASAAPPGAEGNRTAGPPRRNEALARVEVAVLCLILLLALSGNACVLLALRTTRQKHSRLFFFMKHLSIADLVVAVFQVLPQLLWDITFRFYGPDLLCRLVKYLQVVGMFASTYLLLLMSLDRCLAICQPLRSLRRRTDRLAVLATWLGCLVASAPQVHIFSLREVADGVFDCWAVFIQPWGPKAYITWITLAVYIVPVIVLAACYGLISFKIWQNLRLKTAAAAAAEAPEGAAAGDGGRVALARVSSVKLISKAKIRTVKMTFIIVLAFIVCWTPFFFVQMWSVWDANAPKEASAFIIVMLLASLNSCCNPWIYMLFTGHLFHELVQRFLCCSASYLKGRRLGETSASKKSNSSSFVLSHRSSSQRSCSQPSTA
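System: human OTR in CHO cells / Also added: sub-maximal oxytocin, roughly EC15 / Control set: EC15 oxytocin low, 75 nM oxytocin high / Schedule: 6 min compound pre-incubation at room temperature, 100 s kinetic read / Compound: single-point 3.0 µM / Replication: singlicate / Technique: Fluo-8 calcium dye fluorescence / Read-out basis: % activation of max/min ratio relative to oxytocin controls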
M1 ag parental: M1 agonist counterscreen hit in parental CHO-K1 cells; Fluo-8 calcium fluorescence; scaled to maximal ATP response, vehicle zero; activation, % at 3 µM; 0.48% of 360,000 active; AID 602248; in the data active = activation above about 15%;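 also: untransfected CHO-K1 host cells lacking M1 receptor as counterscreen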
TAAR1 agonist: human TAAR1 agonism; Q96RJ0; CHO RD-HGA16 TAAR1, Fluo-8 calcium fluorescence; vehicle wells 0%, saturating PEA agonist 100%; activation, % at 3 µM; 0.99% of 360,000 active;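 active = activation above the mean activation of all test compounds in the run plus 3 SD, cut at about 38% in these data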
Target sequence (Q96RJ0 whole entry, looked up): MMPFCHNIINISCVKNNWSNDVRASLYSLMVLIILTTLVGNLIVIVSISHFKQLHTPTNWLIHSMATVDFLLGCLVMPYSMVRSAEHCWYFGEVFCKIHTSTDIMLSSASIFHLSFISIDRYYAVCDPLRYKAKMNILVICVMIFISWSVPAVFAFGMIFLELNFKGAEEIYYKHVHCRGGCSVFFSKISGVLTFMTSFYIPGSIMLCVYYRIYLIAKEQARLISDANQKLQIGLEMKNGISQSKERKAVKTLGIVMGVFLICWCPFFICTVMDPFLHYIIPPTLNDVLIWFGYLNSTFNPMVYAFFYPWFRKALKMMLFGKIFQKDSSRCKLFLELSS
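Assay system: CHO-derived RD-HGA16 cells with stable Gα16 and human TAAR1; timing: 17-24 h seeding, 75 min 37 °C dye, 30 min RT; read-out: % activation from peak over basal fluorescence ratio, DMSO-to-PEA scaled; measured by: kinetic Fluo-8 calcium fluorescence; benchmarks: low control DMSO, high control PEA (EC100); doses: 3 µM single concentration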
TAAR1 antagonist: human TAAR1 antagonism | Q96RJ0 | CHO RD-HGA16 TAAR1, Fluo-8 calcium fluorescence, antagonist | inhibition, % at 3 µM | 1.5% of 360,000 active;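 active = inhibition above a per-plate cutoff, the mean inhibition of test compounds on that plate plus 3 SD, cut at about 49% in these data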;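 also: 0% = DMSO plus EC80 beta-PEA response and 100% = DMSO alone without agonist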
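Assay system: CHO-derived RD-HGA16 cells stably expressing human TAAR1 plus Gα16. Timing: 140 s kinetic read after compound, 140 s after agonist. Technique: kinetic Fluo-8 calcium fluorescence measurement. Measure: % inhibition of agonist calcium response.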
M1 ag: agonists of human M1 muscarinic receptor. 0.33% of 360,000 active. AID 588814. activation, % at 3 µM. CHO-K1 hM1, Fluo-8 calcium fluorescence, agonist mode; 0% DMSO, 100% acetylcholine EC100. P11229;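 active = activation above the run's mean compound activation plus 3 SD, cut at about 16% in these data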;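 also: peak over basal fluorescence ratio within a 140 s kinetic read after compound addition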
CHRM1 antagonist: human CHRM1 antagonism. CHO-K1 hM1, Fluo-8 calcium fluorescence, ACh EC80 antagonist. inhibition, % at 3 µM. 1.3% of 360,000 active;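 active = percent inhibition above its own plate's cutoff, namely the mean of that plate's compound wells plus 3 SD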;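 also: peak over basal fluorescence ratio during 140 s after agonist addition; 0% = ACh EC80 plus DMSO and 100% = DMSO alone without agonist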
Starred values were filed as active, the others as inactive; / = not tested or not shown; & = joins results of further samples.

SMILES	CHO-K1 Ca antag	CHO-K1 Ca PAM	CHO parental Ca	OXTR potentiator	M1 ag parental	TAAR1 agonist	TAAR1 antagonist	M1 ag	CHRM1 antagonist
Cc1ccc(-c2nnn(CC(=O)N(c3cccc(F)c3)C(C(=O)NC3CCCC3)c3ccncc3)n2)o1 (configuration not stated)	10	4	-14	-7	12	5	-5	1	0
CC(NC(=O)CSc1cccc(C(F)(F)F)c1)c1ccccc1 (configuration not stated)	-6	10	-19	6	-0.4	6	7	-9	0
CCc1nnc(NC(=O)C2CCC2)s1	-3	19	-14	-3	1.4	0	-6	-2	-7
Cc1cc2nc(C(C)(C)C)c(Cc3cccc(F)c3)n2c(C)c1Br	-8	34	/	/	2.4	1	-20	-9	-4
O=C1CC(Nc2ccc(N3CCOCC3)cc2)C(=O)N1c1ccccc1 (configuration not stated)	5	-7	8	-4	0.1	/	/	-3	6
CN(C)c1ccc(C=NNc2ccccn2)c(Cl)c1	-14	13	/	/	-0.1	-1	15	-7	-16
O=C(COc1ncnc2sccc12)NC1CCCCC1	14	-2	/	/	0.2	1	-5	0	1
O=C(OCC1COC(c2ccccc2)(c2ccccc2)O1)c1ccccc1 (configuration not stated)	-25	22	/	/	0.6	3	46	-3	-4
CCOc1ccc(N(CC(=O)NCc2ccco2)S(C)(=O)=O)cc1	0	2	-2	-3	2.5	-1	15	-2	2
CCC(C)C1/C=C\CC(NC(=O)OCC2c3ccccc3-c3ccccc32)CC(=O)N1Cc1ccccc1 (configuration not stated)	-3	8	-23	/	0.4	/	/	-2	0
Cc1cc(C)nc(/N=C(\N)N(Cc2ccccc2)Cc2ccccc2)n1	18	-15	-14	-7	4.0	10	5	-14	100*
O=C(COC(=O)c1ccc([N+](=O)[O-])s1)c1ccc[nH]1	3	-4	-7	-5	1.9	3	20	1	-1
CCOC(=O)C1CCCN(CC(=O)Nc2ccc(C(=O)Nc3ccccc3OC)cc2)C1 (configuration not stated)	10	-18	/	/	0.5	0	14	-7	-4
CCn1ncc(Br)c1C(=O)Nc1ccc(Cl)cn1	-19	16	-5	4	0.1	4	-11	-3	4
O=C1c2ccccc2C(=O)N1CCCCCCN1C(=O)c2ccccc2C1=O	-11	20	/	/	0.2	0	-25	-2	-16
O=C1C2C3C=CC(C3)C2C(=O)N1c1ccc2ccccc2n1 (configuration not stated)	-2	7	13	4	-0.2	5	-17	-3	-2
CC(=O)Nc1ccc(C(=O)N2CCCc3ccccc32)cc1	-9	19	-13	-6	-0.1	2	-17	1	-16
COc1ccc(C2(C)NC(=O)N(CC(=O)Nc3ccc(-c4nc5ccc(C)cc5s4)cc3)C2=O)cc1 (configuration not stated)	1	0	29*	-19	0.2	15	21	-4	10
CC(=O)N1CCN(C(=O)CNc2cc(C(F)(F)F)ccc2OCC(F)(F)F)CC1	-8	17	-18	-11	0.1	0	1	-4	0
O=C1CCC(=O)N1OCCOc1ccc(Cl)c2ccccc12	-15	7	-8	-7	1.5	2	-12	-5	-1
CC(C)Oc1ccc(C(=O)NC(C)(C)CO)cc1	-3	15	-6	-2	0.2	3	11	-2	-17
Clc1ccc(Cn2c(-c3cccnc3Cl)nc3ccccc32)cc1	7	-10	-12	-8	0.1	5	10	0	4
Cc1ccc(C(=O)OCC(=O)N2CC(=O)Nc3ccccc32)s1	-16	17	-3	-10	0.1	0	17	-1	-2
CSc1nnc2n(-c3ccccc3)c(=O)c3c4c(sc3n12)CCC4	-13	13	-18	-6	0.0	9	4	-5	-36
Cc1cc(C)n(-c2nc(NCC(C)O)c3c4c(sc3n2)CCCC4)n1 (configuration not stated)	-3	11	-6	-2	-0.7	1	-12	-6	-40
CC1CCN(C(=O)C(=O)c2cn(CC(=O)N3CCCCCC3)c3ccccc23)CC1	-11	20	-26	-8	0.8	1	-1	-4	-15
O=C(OCCCc1cc2ccccc2c(=O)o1)c1ccc(F)cc1	-15	0	-15	-4	-0.2	2	7	-6	-7
CC(C)NC(=O)C(=O)NCCN1CCN(S(=O)(=O)c2ccc(Cl)cc2)CC1	-14	9	-7	-4	-0.2	1	-21	-5	-30
CN(C)S(=O)(=O)c1ccc(C(=O)NCC2(N3CCCCC3)CCCCC2)cc1	-10	8	-2	-13	1.4	0	-8	-7	1
Cc1ccc(N(C(=O)CCC(=O)Nc2cc(C)on2)C(C(=O)NC2CCCC2)c2cccs2)cc1 (configuration not stated)	4	7	-31	-2	0.1	7	-2	-5	-29
OCCCNc1nc(-c2ccc(Cl)cc2)nc2ccccc12	-22	12	-11	-16	1.2	3	8	-1	-14
COc1cccc(C(=O)COC(=O)CCCC(=O)NC2CCCCC2)c1	-3	-3	2	-6	2.3	0	-6	-3	-8
O=C(Nc1ccccc1C(=O)N1CCCCCC1)c1ccc(Cl)cc1	-7	4	-32	5	0.2	-1	0	-9	3
O=C(NCc1cccnc1)C(=O)N/N=C/c1ccccc1[N+](=O)[O-]	-6	5	-7	5	-1.1	10	-12	-4	-14
CCn1c2c(c3cc(OCC(C)C)ccc31)CCCC2=O	0	-7	-9	-11	-0.4	-1	-12	-5	29
COc1ccc(OC)c(S(=O)(=O)N(C)CC(=O)N2CCN(c3ccccc3)CC2)c1	-3	14	-16	-4	1.2	0	11	-3	-16
CCOc1cc(N2CCOCC2)c(OCC)cc1NC(=O)CSc1ncccn1	-3	-4	14	-13	0.5	6	12	-6	4
COc1ccc(N2CCN(C(=O)c3ccc(C)c(NC(=O)c4ccco4)c3)CC2)cc1	2	-10	-9	-6	2.2	2	0	-1	-14
O=C(Cn1ccc2ccccc2c1=O)NCCC(=O)N1CCN(c2cccc(C(F)(F)F)c2)CC1	-3	13	-16	-5	4.7	11	13	-1	5
O=C(O)Cc1csc(-c2cccc(Oc3ccccc3)c2)n1	-3&-6	23&4	-7&-2	-20&4	4.6&1.5	-3&2	1&0	-2&-2	-11&-2
O=C1C=C(N2CCOCC2)c2ccccc2C1=O	-2	15	-3	-13	1.5	5	13	1	-4
CC(C(=O)N1CCCCC1)N(C)CC(=O)Nc1ccc(F)c(F)c1F (configuration not stated)	-8	13	/	/	0.1	2	3	-1	-12
CCc1ccc(-c2cc(C)no2)cc1S(=O)(=O)NCCc1ccc(S(N)(=O)=O)cc1	-18	5	3	-3	1.1	1	1	-1	-10
Nc1c(C(=O)c2ccc(Br)cc2)oc2ccccc12	-5	25	-9	-4	1.3	5	-4	-7	-10
O=C(Cn1cc(C(F)(F)F)ccc1=O)OCC(=O)c1ccc[nH]1	-11	9	-6	6	-0.2	1	-3	0	-21
CCn1nc(C)c(CN2CCC(n3nccc3NC(=O)CCCc3ccccc3)CC2)c1C	8	-18	1	-6	0.2	-1	-24	-4	1
COC(=O)c1cc(C(=O)OCC(=O)NCc2ccc3c(c2)OCO3)cc([N+](=O)[O-])c1	-7	-1	-15	0	-0.1	1	-11	-6	-5
Cc1ccc(C(=O)N[C@H](C(=O)NC2CCCCCCC2)C(C)C)cc1	-8	4	-6	-8	0.4	-1	1	-2	-7
CCS(=O)(=O)N1CCC(C(=O)Oc2ccccc2OC)CC1	3	-1	-10	-3	0.3	0	8	-3	-11
C=CCNC(=O)NC(=S)c1ccccc1	-14	-14	-13	2	0.5	5	15	-8	9
CCN(CC)CCCNC(=O)CCn1nc(-c2ccccc2)ccc1=O	15	-29	-3	-4	0.2	2	-2	-6	20
Cc1cc(C)c2cc(C(=O)N3CCc4ccccc4C3)[nH]c2c1	3	-13	-28	-10	-0.6	2	-27	-4	0
COc1cc(-c2nc3n(n2)C(c2cccc(OC)c2OC)C2=C(CCCC2=O)N3)cc(OC)c1OC (configuration not stated)	18	-5	-11	-10	0.1	3	3	-3	-2
O=C(NNC(=S)NCc1ccccc1)c1ccc(OC(F)F)cc1	-9	15	-18	-2	16*	9	-13	-4	-7
CCc1cc(=O)oc2c(C)c(OC(C)C(=O)NCC3CCC(C(=O)O)CC3)ccc12 (configuration not stated)	3	0	-4	-3	0.1	5	-35	-1	-3
COC(=O)c1ccc(N(C(=O)CNC(=O)c2ccco2)C(C(=O)NC2CCCC2)c2ccco2)cc1 (configuration not stated)	-10	22	-27	-2	2.6	7	-4	-5	1
NC(=O)C(CCCCN1CCCCC1)(c1ccccc1)c1ccccc1	-10	8	/	/	0.5	1	-14	-8	83*
CCOc1ccc(-c2cc(CCCC(=O)NCCc3ccccc3)no2)cc1	-14	18	-1	-5	1.3	18	29	-4	-11
Cc1cccc(-n2ccnc2SCC(=O)Nc2nccs2)c1C	-9	17	-33	-13	4.0	7	9	-3	-6
COc1ccc(OCC(=O)NNC(=O)C(=O)Nc2ccccc2)cc1	-3	-3	0	-4	0.6	5	-1	-2	-10
New compounds follow:
SMILES	CHO-K1 Ca antag	CHO-K1 Ca PAM	CHO parental Ca	OXTR potentiator	M1 ag parental	TAAR1 agonist	TAAR1 antagonist	M1 ag	CHRM1 antagonist
COc1ccc(-n2cnc3cc(NCc4ccccn4)ccc32)cc1	-11	-9	-24	-5	-0.1	/	/	-9	1
COc1cc(/C=N/Nc2nn3cnnc3c3ccccc23)ccc1O	-27	29	-7	-1	0.8	6	7	-3	-9
CN(C)C(=O)NC1CCCCCCCCCCC1	-4	19	-16	-3	5.9	5	-12	-1	-6
C=CC[n+]1c(-c2ccc(OC)cc2)csc1NNC(=O)Nc1ccccc1	-4	16	-7	-9	3.8	3	3	-1	-2
Cn1c(C(=O)NCCN2CCOCC2)cc2sccc21	2	-10	-12	-5	0.1	3	33	-3	0
COc1cc2c(cc1OC)CN(CC(=O)Nc1cccc(C)c1)CC2	7	-8	-4	-21	0.1	-1	-8	0	1
CCC(C)[C@H](NC(=O)[C@@H]1CSC2c3ccccc3C(=O)N21)C(=O)NCC1CCCO1 (some centres not stated)	-6	6	-9	-2	0.1	1	-19	-1	-3
OC(CNCc1ccccn1)c1ccccc1 (configuration not stated)	-5	8	0	2	0.0	6	3	-2	2

Shown as a hit in CHRM1 antagonist, among the entries above:
smiles,OXTR potentiator,TAAR1 antagonist,CHRM1 antagonist
Cc1cc(C)nc(/N=C(\N)N(Cc2ccccc2)Cc2ccccc2)n1,-7,5,100*
NC(=O)C(CCCCN1CCCCC1)(c1ccccc1)c1ccccc1,/,-14,83*
